# Statin myotox sup: suppressors of simvastatin-induced myotoxicity in C2C12 myotubes | rescue of ATP level, % at 7.49 µM | AID 602340 | ATP luminescence, 48 h; scaled: DMSO 0, geranylgeraniol control 100 | hit rate 0.78% among 330,000;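 active = mean ATP rescue above about 67%, or every replicate alone reaching that limit, limit read from the data, passing the limit was not always enough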;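 note: myotubes were challenged with 10 µM simvastatin during compound exposure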
# ARNT-TACC3 inh: disrupts binding between human ARNT and TACC3. Q9Y6A5. AlphaScreen His-ARNT PAS-B/GST-TACC3 binding, luminescence; TACC3 fragment carries E629A point mutation. inhibition, % at 9.99 µM. hit rate 0.66% among 390,000;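 active = mean inhibition of replicates at least 50% and at least half of replicates each reaching 50%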;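 note: 0% = complete ARNT plus TACC3 wells and 100% = ARNT alone without TACC3; many hits fall short of the cut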
# LGR2 antag: blocks bursicon-induced cAMP signaling via Drosophila LGR2. HEK293 LGR2, CRE-luciferase, bursicon-stimulated, 4 h. hit rate 0.35% among 380,000. AID 720647. inhibition, % at 9.99 µM;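 active = drop in luminescence signal, shown as inhibition above about 50% in the replicate tests, limit read from the data, passing the limit was not always enough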;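 note: agonist challenge used bursicon conditioned medium at about half maximal strength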
# PGC1a acetyl inh: modulators of PGC1a acetylation | inhibition, % at 15.6 µM | U2OS PGC1a acetylation, AlphaScreen anti-acetyl-lysine; with virally co-expressed GCN5 acetyltransferase | hit rate 0.17% among 350,000 | AID 651687;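 active = every replicate shows inhibition of at least 40%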;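 note: 0% = neutral control wells and 100% = positive control wells; some results beyond the cut were filed as inactive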
# PAX8 inh HTS: lowers PAX8-driven luciferase in RMG-I cells; RMG-I TPO-luciferase reporter, SteadyGlo, 24 h; inhibition, % at 12.6 µM; hit rate 1.2% among 360,000;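 active = mean replicate inhibition at least 60% with every replicate also reaching 60%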;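 note: luciferase light reporting Pax8 driven TPO promoter activity; plate controls were median of neutral control wells for no effect and mitoxantrone controls for full effect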
# PglD DTNB: blocks C. jejuni PglD acetyltransferase activity. purified PglD enzyme, DTNB colorimetric CoA detection. inhibition, % at 12.5 µM. hit rate 0.098% among 360,000. AID 602405; in the data active = inhibition above about 16%, passing the limit was not always enough; note: strong numbers were not always called active
# GSIS activator: GLuc luminescence reporter in INS-1E cells, primary screen for activators of glucose-dependent secretion of insulin | INS-1E GLuc reporter insulin secretion, 2-3 h | activation, % at 16.6 µM | hit rate 0.61% among 370,000 | AID 743287;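 active = lowest replicate activation of at least 40%, so every replicate reaches that level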;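 note: 0% = median of neutral control wells and 100% = median of IBMX positive control wells; some compounds called inactive have numbers as strong as hits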
# Cneo AK release: causes C. neoformans cell lysis; adenylate kinase release luminescence, 4 h; normalised: neutral wells 0, clomiphene wells 100; lysis activity, % at 15 µM; hit rate 0.2% among 360,000;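 active = mean lysis activity across replicates of at least 80%, whatever share of replicates individually reach that level; inactive = mean lysis activity below 80%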
#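 Signal: Adenylate kinase release luminescence | Assay system: Log-phase Cryptococcus neoformans yeast cells | Input: Cells at 5 × 10^6 per mL | Buffer or medium: Fresh YPD growth medium | Compound: Single dose | Schedule: Static 4 h at 37 °C with compound, 1 h detection | Controls: Clomiphene | Read-out: Luminescence rise reflecting yeast cell lysis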
# * hit, by the source's call; / = not tested or not shown. Compounds were not picked by outcome; 2.9% or so of the library scored in one or more.
entry	SMILES	PglD DTNB	PAX8 inh HTS	PGC1a acetyl inh	LGR2 antag
1	CC1CC(C)CN(S(=O)(=O)c2ccc3c(c2)CCN3C(=O)C2CC2)C1 (stereo not drawn)	0	9	-4	3
2	O=C(CC1C(=O)NCCN1Cc1ccccc1C(F)(F)F)NC1CCC1 (stereo not drawn)	2	/	/	11
3	Cc1cc(Nc2ccc(F)cc2F)n2nc(C)nc2n1	2	-17	/	2
4	COc1ccc(-c2nc(NCCN(C)C)nc3ccsc23)c(C)c1	3	-1	/	-23
5	O=C(COC(=O)[C@H](Cc1ccccc1)NC(=O)c1cccs1)NC1CCCCC1	0	2	0	25
6	CCOC(=O)C1CCCN(C(=O)C2(c3ccc(Cl)cc3)CCCC2)CC1 (stereo not drawn)	-3	6	-24	-2
7	CCC(=O)Oc1oc(-c2ccccc2)nc1C=Nc1ccccc1OC	-5	16	0	/
8	CN(C)CC(=O)N1[C@H](CO)[C@@H](c2ccccc2)C12CN(Cc1cc(F)ccc1F)C2	/	6	-2	8

entry	Cneo AK release	ARNT-TACC3 inh	Statin myotox sup	GSIS activator
1	1	-5	-2	-7
2	0	3	5	4
3	-4	-1	26	-3
4	0	/	2	7
5	-5	-7	/	2
6	1	/	1	/
7	2	0	-8	/
8	/	/	/	0

# (further entries)
entry	SMILES	PglD DTNB	PAX8 inh HTS	PGC1a acetyl inh	LGR2 antag
9	N#C/C(=C\c1ccco1)Sc1nc2ccccc2s1	3	/	-13	/
10	COc1ccc(-n2ncc3c(Nc4cccc(C)c4)ncnc32)cc1	1	/	-5	-44
11	C/C=C/c1ccc2c(c1)O[C@H](CN(C)C(=O)C1CCCCC1)[C@H](C)CN([C@H](C)CO)S2(=O)=O	-1	-3	-5	15
12	CC1(C(=O)Nc2ccc3[nH]ncc3c2)CCN1C(=O)Cc1ccc(-c2ccccc2)cc1 (stereo not drawn)	-4	8	/	3
13	CO[C@H]1CC[C@@H]2CCN(C)C(=O)[C@H](C)N(C)C(=O)c3cc(C#N)ccc3OC[C@@H]1O2	1	-1	/	6
14	Cc1cc(N2CCN(c3cccc(C(F)(F)F)c3)CC2)n2nc(C)nc2n1	-1	/	-10	/
15	COc1ccc(NC(=O)COC(=O)c2ccc(-n3cnnn3)cc2)cc1Cl	2	-7	13	-18
16	COc1ccc(NC(=O)Nc2ccc3c(c2)C(=O)N([C@@H](C)CO)C[C@H](C)[C@@H](CN(C)S(=O)(=O)c2cn(C)cn2)OCCCC[C@H](C)O3)cc1	1	11	6	-5

entry	Cneo AK release	ARNT-TACC3 inh	Statin myotox sup	GSIS activator
9	2	11	8	/
10	2	12	-72	3
11	-3	5	7	-14
12	-2	/	-10	-15
13	0	2	12	0
14	0	-4	21	/
15	/	-4	6	19
16	-1	1	/	0

# Next compounds follow.
entry	SMILES	PglD DTNB	PAX8 inh HTS	PGC1a acetyl inh	LGR2 antag
17	CN(C)C(=O)[C@@H]1[C@@H](CO)[C@@H]2Cn3c(cccc3=O)[C@H]1N2C(=O)c1ccc(F)cc1	4	/	/	16
18	O=C1Nc2ccccc2C(O)(C(=O)NCc2ccco2)N1c1ccc(Cl)c(Cl)c1 (stereo not drawn)	13	/	15	/
19	Cc1ccc2c(c1)N(Cc1cccc(Cl)c1)C(=O)c1cccnc1O2	/	-2	/	13
20	CCOc1ccc(CN(C)CC(=O)Nc2cc(C)c(C)cc2[N+](=O)[O-])cc1	0	-9	0	-5
21	Cc1noc(C)c1NC(=O)N(C)C[C@@H]1OCCCC[C@H](C)Oc2ccc(NS(=O)(=O)c3c(C)noc3C)cc2C(=O)N([C@@H](C)CO)C[C@@H]1C	2	8	-1	10
22	O=C(CN1CCN(S(=O)(=O)c2ccccc2[N+](=O)[O-])CC1)Nc1ccc(N2CCOCC2)cc1	/	9	15	-11
23	CC(C)(C)n1nnnc1C(c1cccs1)N1CCCC2(CCCCC2)C1 (stereo not drawn)	1	/	-4	9
24	O=C(c1ccccc1F)N1C[C@H]2[C@@H](c3ccccc31)[C@H](CO)N2C(=O)C1CCCC1	-3	1	-21	17

entry	Cneo AK release	ARNT-TACC3 inh	Statin myotox sup	GSIS activator
17	-2	1	-19	7
18	-2	-36	-12	/
19	/	2	/	26
20	1	-1	-2	-11
21	-6	-8	1	20
22	/	3	/	-10
23	0	-1	-35	-6
24	-2	-8	-20	-1

# Record cards, as listed above. Screens in order: PglD DTNB, PAX8 inh HTS, PGC1a acetyl inh, LGR2 antag, Cneo AK release, ARNT-TACC3 inh, Statin myotox sup, GSIS activator
# CN(C)C(=O)[C@@H]1[C@@H](CO)[C@@H]2Cn3c(cccc3=O)[C@H]1N2C(=O)c1ccc(F)cc1 in the list: 4, /, /, 16, -2, 1, -19, 7
# O=C(c1ccccc1F)N1C[C@H]2[C@@H](c3ccccc31)[C@H](CO)N2C(=O)C1CCCC1 in the list: -3, 1, -21, 17, -2, -8, -20, -1
# O=C(CN1CCN(S(=O)(=O)c2ccccc2[N+](=O)[O-])CC1)Nc1ccc(N2CCOCC2)cc1 in the list: /, 9, 15, -11, /, 3, /, -10
# CCOc1ccc(CN(C)CC(=O)Nc2cc(C)c(C)cc2[N+](=O)[O-])cc1 in the list: 0, -9, 0, -5, 1, -1, -2, -11
# O=C1Nc2ccccc2C(O)(C(=O)NCc2ccco2)N1c1ccc(Cl)c(Cl)c1 (stereo not drawn) in the list: 13, /, 15, /, -2, -36, -12, /

# (cont.)
entry	SMILES	PglD DTNB	PAX8 inh HTS	PGC1a acetyl inh	LGR2 antag
25	CCN(C1CCCCC1)S(=O)(=O)c1ccc(S(=O)(=O)N2CCN(CCC#N)CC2)cc1	3	8	/	-7
26	Cn1c(=O)[nH]c(=O)c2c1nc(Sc1ccccc1)n2CCc1ccccc1	2	11	-3	12
27	Cc1ccc2nc(Nc3nc(CSc4nnnn4-c4ccccc4)cc(=O)[nH]3)nc(C)c2c1	5	-13	4	/
28	Cc1cccc(Oc2nc3c(c(=O)n(C)c(=O)n3C)n2C)c1	10	-2	2	-24
29	COc1ccc(NC(=O)CSc2nncs2)cc1S(N)(=O)=O	/	6	10	6
30	Cn1cnc(S(=O)(=O)N2CCN(C(c3ccc(F)cc3)c3ccc(F)cc3)CC2)c1	0	1	-29	4
31	Cc1ccccc1C(=O)NCCOc1ccccc1Cl	-1	-95	6	-44
32	COc1ccc(N=c2oc3c(OC)cccc3cc2C(=O)NCc2ccco2)c(OC)c1	4	/	2	/

entry	Cneo AK release	ARNT-TACC3 inh	Statin myotox sup	GSIS activator
25	-4	-2	8	-2
26	4	-8	-5	-6
27	0	-3	-13	/
28	-2	0	3	12
29	/	-3	/	35
30	6	-7	6	-9
31	-2	-4	11	17
32	4	4	1	/

# Next section
entry	SMILES	PglD DTNB	PAX8 inh HTS	PGC1a acetyl inh	LGR2 antag
33	NS(=O)(=O)c1ccc(CCNC(=O)CSc2nc3ccccc3c3nc(CCN4CCCCC4)nn23)cc1	/	-6	/	-5
34	Cc1cccc(-c2noc(CN(C(=O)c3ccc(Br)o3)C(C)C)n2)c1	2	/	0	/
35	COc1cc(CNc2ccc3[nH]c(=O)[nH]c3c2)ccc1OCc1ccc(C)cc1	-1	-143	5	-57
36	CCCc1cc(=O)oc2cc(OCC(=O)NCc3ccccn3)ccc12	-2	-8	/	-1
37	COC(=O)c1cn(-c2ccccc2)nc1-c1ccc(OC)c(OC)c1	/	26	/	-24
38	COCCCNC(=S)Nc1cccc(SC)c1	/	-3	/	12
39	CCCCN(C(=O)c1ccc(Cl)cc1)C1CC2CCC(C1)N2C (stereo not drawn)	-1	6	5	-12
40	Cn1nc(C(F)(F)F)c(-c2ccccc2)c1NC(=O)c1nccnc1C(=O)O	-1	5	2	-8

entry	Cneo AK release	ARNT-TACC3 inh	Statin myotox sup	GSIS activator
33	/	-10	/	4
34	0	22	36	/
35	-2	-8	1	-20
36	3	-5	8	9
37	/	5	-6	5
38	/	-3	/	0
39	1	-5	-18	21
40	-2	2	-13	-1

# Following part
entry	SMILES	PglD DTNB	PAX8 inh HTS	PGC1a acetyl inh	LGR2 antag
41	COc1ccc(CCc2cc(OC)cc(=O)o2)cc1	3	/	8	-27
42	COc1ccc(CCNC(=O)CSc2ccccn2)cc1OC	/	12	/	20
43	Cc1ccc(OCCSc2ncccn2)c(C)c1	-4	-143	-4	32
44	CCCCc1c(O)nc(SCC(=O)Nc2ccc3c(c2)CCC3)[nH]c1=O	-3	/	-3	/
45	CN(c1cccc(Cl)c1)S(=O)(=O)c1cccc(C(=O)Nc2ccc3c(c2)CCC3)c1	4	-2	/	4
46	CC1CCCN(C(=O)COC(=O)CSc2ccc(C(N)=O)cc2[N+](=O)[O-])C1 (stereo not drawn)	/	9	/	0
47	COC(=O)c1sccc1NC(=O)c1cc2c(s1)CCCC2	7	/	1	-12
48	O=C(NCc1ccc(F)cc1)N1CCN(C(=O)c2ccccc2)CC1	-6	-6	1	16

entry	Cneo AK release	ARNT-TACC3 inh	Statin myotox sup	GSIS activator
41	12	-1	11	9
42	/	-4	/	11
43	-4	-9	2	4
44	1	-6	/	/
45	-2	-2	/	6
46	/	32	-5	23
47	-7	-7	0	15
48	0	-3	-7	-4

# The list goes on.
entry	SMILES	PglD DTNB	PAX8 inh HTS	PGC1a acetyl inh	LGR2 antag
49	CCCCNC(=O)Cn1c(-c2ccc(OC)cc2)noc1=O	1	/	-12	-4
50	CC(C)NC(=O)c1ccc(NC(=O)CC2SC(N3CCCCC3)=NC2=O)cc1 (stereo not drawn)	4	5	/	-6
51	C1CC2CN(c3nc4nonc4nc3N3CCSCC3)CCN2C1 (stereo not drawn)	/	-3	4	-6
52	COc1ccc(C2=NN(c3ccccc3)C(c3cccs3)C2)cc1 (stereo not drawn)	/	-30	-10	-51
53	CCCn1nnc(NC(=O)C(c2ccccc2)c2ccccc2)n1	-1	-4	-11	/
54	CCOC(=O)c1cnc2c(OC)cccc2c1N1CC(C)CC(C)C1 (stereo not drawn)	-4	4	-14	9
55	COc1ccc(C(C)=O)cc1Cn1c(C)c(C(=O)NC2CC2)sc1=O	-3	-14	/	-7
56	CN=Cc1nc(-c2ccccc2)oc1O	-1	/	5	/
57	CN(CC(=O)NNC(=O)c1cccnc1)S(=O)(=O)c1cc(Cl)ccc1Cl	-6	-5	9	-12
58	Cc1ccc(C)c(S(=O)(=O)c2c(C)cc(C)nc2Cl)c1	-7	4	-7	12
59	O=C(C[C@H]1CC[C@@H]2[C@H](COC[C@@H](O)CN2C(=O)c2ccccc2F)O1)NCc1ccc(Cl)c(Cl)c1	1	18	-8	-3

entry	Cneo AK release	ARNT-TACC3 inh	Statin myotox sup	GSIS activator
49	-6	-6	58	3
50	2	0	0	30
51	/	-4	/	-3
52	/	10	0	-2
53	-1	-8	14	/
54	8	15	0	34
55	1	/	2	16
56	3	-8	-4	/
57	0	4	6	14
58	-3	-7	5	20
59	0	-4	-1	-18

# Among those listed so far, these contain a cyano group.
entry	SMILES	PglD DTNB	PAX8 inh HTS	PGC1a acetyl inh	LGR2 antag
9	N#C/C(=C\c1ccco1)Sc1nc2ccccc2s1	3	/	-13	/
13	CO[C@H]1CC[C@@H]2CCN(C)C(=O)[C@H](C)N(C)C(=O)c3cc(C#N)ccc3OC[C@@H]1O2	1	-1	/	6
25	CCN(C1CCCCC1)S(=O)(=O)c1ccc(S(=O)(=O)N2CCN(CCC#N)CC2)cc1	3	8	/	-7

entry	Cneo AK release	ARNT-TACC3 inh	Statin myotox sup	GSIS activator
9	2	11	8	/
13	0	2	12	0
25	-4	-2	8	-2

# From PubChem BioAssay
